From PubChem
KCNH2 3.1 block: inhibitors of human KCNH2 3.1 potassium channel isoform. U2OS KCNH2 3.1, thallium flux FluxOr; stronger effect = lower value. activity change, % (tested at about 1.8 µM). actives 0.95% (n = 340,000). AID 720553;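 active means maximum activity change below -70%; inconclusive means maximum activity change from -70% to -50%; inactive means maximum activity change above -50%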;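 further: thallium influx rate constant from kinetic fluorescence after stimulation buffer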
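Thallium flux via FluxOr fluorescence (Red40 quencher, 45 min loading) in U2OS cells virally expressing the KCNH2 3.1 isoform (1.77 x 10^8 /mL virus, overnight at 37 C). Rate constants from 2-min kinetic reads post-stimulation, normalised to positive and negative controls.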
Chronic BCR inh: blocks chronic active B-cell receptor signaling. ABC-DLBCL IkBa-CBG/CBR reporter, luminescence ratio, 4 h. Potency, µM (series often up to 46.1 µM), for the others: at the highest dose ratio change, negative = lower green/red ratio, hits mostly inhibitors. actives 0.05% (n = 340,000). AID 493014; active means well fitted inhibition curve with a large enough effect in the signal ratio, with a control signal flat, not every such curve was filed as active; inconclusive means small, poorly fitted or top-dose-only effect, or effect the other way, or a change in a side signal; the % refers to the signal ratio;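 further: potency means the concentration at half of the fitted maximal effect; plate controls were basal doxycycline-induced cells for no effect and cells given 10 µM MG132 for full effect; MG132 reads +100%, hits lower the ratio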
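TMD8 human ABC-DLBCL cells with doxycycline-inducible IκBα–green luciferase fusion and unfused red luciferase, in 0.5% FBS medium; compounds up to 46 uM, 4 h at 37C. Green/red luminescence ratio, filter-overlap corrected, fitted to concentration-response curves.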
Giardia killer: Giardia lamblia killing; actives 0.15% (n = 340,000); Giardia lamblia trophozoite viability; activity change, % at 7.66 µM, hits read low; in the data active means activity change below about -80%; inconclusive means between about -30% and that limit;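 further: parasites exposed to compound for two days anaerobically before the ATP read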
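Media and compound were dispensed first, then trophozoites at 100 cells/well; plates sat 48 hrs at 37 deg C without oxygen before ATP luminescence reagent was added and read after 15-30 min at room temperature.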
hERG WT inh: KCNH2 (human, wildtype) channel inhibition; Q12809; U2OS, BacMam KCNH2, thallium flux FluxOr; stronger effect = lower value; activity change, % at 1.84 µM; actives 0.37% (n = 340,000); AID 720551;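 active means maximum activity change below -70%; inconclusive means maximum activity change between -70% and -50%; inactive means maximum activity change above -50%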
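U2OS cells were transduced with wild-type KCNH2 virus (2.03 x 10^8 / mL) for 4 h at room temperature, then cultured overnight at 37 C. Thallium flux was read with FluxOr dye. Rate constants were normalized to DMSO controls.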
Eya2 inh: inhibitors of human Eya2 phosphatase activity. actives 0.006% (n = 330,000). Potency, µM (doses to about 76.9 µM), for the others: top-dose activity, negative = inhibition, hits mostly inhibitors. O00167. recombinant Eya2, OMFP fluorescence dephosphorylation (OMFP is methylfluorescein phosphate); further: potency means the concentration at half of the fitted maximal effect
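Eya2 protein (added as 0.2 uM solution) was preincubated with compound for 10 min at ambient temperature in 50 mM HEPES pH 7.5, 50 mM NaCl, 5 uM MgCl2, 0.05% BSA, 1 mM DTT. OMFP (added at 50 uM) then reacted 10 min; fluorescence read at 485/525 nm.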
GALK inh: inhibitors of human galactokinase. P51570. Purified GALK, Kinase-Glo residual ATP luminescence. Potency, µM (series often up to 57.5 µM), for the others: at the highest dose activity change, negative = inhibition, hits mostly inhibitors. actives 0.007% (n = 270,000). AID 1868; further: potency means the concentration at half of the fitted maximal effect
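The enzyme phosphorylates galactose (100 uM) using ATP (35 uM); inhibition is detected as higher residual ATP, quantified by bioluminescence after 1 h reaction at room temperature, pH 8.0.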
uPA generation: cell surface uPA generation inhibition. cell surface uPA generation assay, qHTS. Potency, µM (top dose mostly 38.3 µM), for inactives: at the highest dose activity change, negative = inhibition, actives largely listed as inhibitors. actives 0.31% (n = 330,000); active means well fitted inhibition curve with a large enough effect; inconclusive means small, poorly fitted or top-dose-only effect; inactive means no such curve, though single readings can be large or run the other way; tested in mouse RAW 264.7 cells; further: potency means the concentration at half of the fitted maximal effect; nearly all actives have a fitted effect of over 55% in size
USP2a block: USP2a (human) protease inhibition. Potency, µM (top dose mostly 38.3 µM), without a hit: at the top dose activity change, negative = inhibition, usual class: inhibitors. actives 0.01% (n = 330,000). AID 463254. USP2 core, Ub-CHOP2 coupled fluorogenic reporter, 485/531. O75604;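 further: potency means the concentration at half of the fitted maximal effect; plate controls were DMSO wells for no effect and full inhibition by NEM control for full effect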
Target sequence (O75604 whole entry, looked up): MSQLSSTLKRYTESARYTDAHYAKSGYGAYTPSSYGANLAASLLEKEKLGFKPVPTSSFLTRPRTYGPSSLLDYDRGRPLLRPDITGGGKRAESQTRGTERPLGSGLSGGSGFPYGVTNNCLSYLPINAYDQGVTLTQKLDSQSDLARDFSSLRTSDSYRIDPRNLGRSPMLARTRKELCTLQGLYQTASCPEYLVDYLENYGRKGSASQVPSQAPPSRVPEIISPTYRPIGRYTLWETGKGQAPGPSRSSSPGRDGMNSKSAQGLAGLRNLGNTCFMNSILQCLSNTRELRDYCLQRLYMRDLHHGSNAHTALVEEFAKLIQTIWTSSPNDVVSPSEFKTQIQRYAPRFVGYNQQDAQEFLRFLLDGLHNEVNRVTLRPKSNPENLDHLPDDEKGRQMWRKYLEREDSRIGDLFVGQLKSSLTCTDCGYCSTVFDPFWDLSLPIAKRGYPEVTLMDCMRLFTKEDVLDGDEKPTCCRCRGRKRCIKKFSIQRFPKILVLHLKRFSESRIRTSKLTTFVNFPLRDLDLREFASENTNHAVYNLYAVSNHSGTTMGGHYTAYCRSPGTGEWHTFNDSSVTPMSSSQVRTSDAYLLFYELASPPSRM
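Cell-free coupled assay: 10nM USP2 core preincubated 30min RT with compound in Tris-HCl pH 8.0/CaCl2/CHAPS buffer, then 25nM Ub-CHOP2 and 25nM reporter substrate; fluorescence (Ex 485/Em 531) read after 60min RT, normalized to NEM inhibition, concentration-response curves fitted.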
Coupling enz: inhibits coupling enzyme system, counter-screen for aldolase hits. coupling enzyme system counterscreen, AmpLite Red fluorescence. activity change, negative = inhibition, % at 58.2 µM, hits read low. actives 0.67% (n = 290,000); in the data active means activity change below about -30%
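Final compound at 57.5 uM, incubated 10 min at RT with coupling enzyme reagent (glyceraldehyde-3-phosphate), then 20 min with substrate and AmpLite Red detection. Fluorescence read at 525/598 nm; tests interference with the coupling assay, not aldolase inhibition.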
PKM2 act: PKM2 (human) enzyme activation. P14618. purified PKM2, Kinase-Glo ATP luminescence, activation; response scale: 0% is enzyme alone, no compound. Potency, µM (series often up to 57.5 µM), without a hit: at the top dose activation, hits mostly activators. actives 0.34% (n = 260,000). AID 1631; further: potency means the concentration at half of the fitted maximal effect; nearly all actives have a fitted effect of over 55% in size
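Kinase-Glo luminescence reports ATP generated from ADP (0.1 mM) and PEP (0.5 mM) by purified hPK-M2 after 1 h at room temperature, pH 7.2 imidazole buffer; intermediate enzyme activity allows detecting inhibitors and activators.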
B2AR arrestin: recruits beta-arrestin to the human beta2-adrenergic receptor; P07550; beta-arrestin recruitment to beta2AR, cell-based reporter; Potency, µM (top dose mostly 46.1 µM), inactives show at the highest dose activation, hits mostly activators; actives 0.02% (n = 330,000); AID 492947;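 further: potency means the concentration at half of the fitted maximal effect; 0% = DMSO controls and full agonism = EC100 isoproterenol or metaproterenol; nearly all actives have a fitted effect of over 65% in size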
Target sequence (P07550 whole entry, looked up): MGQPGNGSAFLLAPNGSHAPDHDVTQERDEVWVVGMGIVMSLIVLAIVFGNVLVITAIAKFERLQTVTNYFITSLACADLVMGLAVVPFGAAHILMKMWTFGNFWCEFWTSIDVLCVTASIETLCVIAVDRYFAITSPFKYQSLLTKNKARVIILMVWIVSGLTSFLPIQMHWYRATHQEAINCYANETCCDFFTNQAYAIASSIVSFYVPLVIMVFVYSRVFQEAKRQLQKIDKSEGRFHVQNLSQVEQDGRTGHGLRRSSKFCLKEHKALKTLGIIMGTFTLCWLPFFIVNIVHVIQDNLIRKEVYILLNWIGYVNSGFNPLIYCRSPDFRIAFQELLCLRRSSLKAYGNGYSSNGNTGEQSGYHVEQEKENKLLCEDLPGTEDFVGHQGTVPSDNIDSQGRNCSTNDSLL
The depositor's hits bear a star; ? = inconclusive; / = no result given; [ ] = remark or other dose. Unless noted, the call rests on the fitted dose curve; in most records, active means well fitted curve in the direction sought with a large enough effect; inconclusive means small, poorly fitted or top-dose-only effect, or another doubt; inactive means no such curve, though single readings can be large; an effect the other way counts as inactive or inconclusive. Unless noted, on the % scale 0 is the no-effect control and ±100 the full control effect.

Letter code: A = KCNH2 3.1 block; B = Chronic BCR inh; C = Giardia killer; D = hERG WT inh; E = Eya2 inh; F = GALK inh; G = uPA generation; H = USP2a block; I = Coupling enz; J = PKM2 act; K = B2AR arrestin
O=C(CCN1C(=O)C2CCCCC2C1=O)Nc1nc2c(F)cc(F)cc2s1 (stereo not given)
  A: 3	B: ?	C: 31[activator]	D: 29	E: -10%	F: /	G: -9%	H: 1%	I: /	J: /	K: -0.4%

O=C1CCCc2sc3c(c2N1)CCCCC3
  A: 12	B: -1%	C: 4	D: -6	E: 18%	F: 2%	G: /	H: 0%	I: 1	J: -9%	K: 0.1%

FC(F)(F)c1cc(CCN2C(=S)NC[C@@H]2CC2CCCCC2)cc(C(F)(F)F)c1
  A: -10	B: ?	C: 1	D: -4	E: -10%	F: -2%	G: 5%	H: -6%	I: -8	J: 0%	K: -0.1%

Cc1cc(Cl)nc(-c2ccccc2O)n1
  A: 1	B: 1%	C: -17	D: 2	E: 7%	F: -3%	G: -6%	H: 5%	I: 1	J: 4%	K: 0.5%

COC(=O)CSc1nnc(-c2ccccn2)n1N
  A: -10	B: 0%	C: -17	D: 3	E: 12%	F: -2%	G: 2%	H: -1%	I: -1	J: 0%	K: -0.7%

CN(C)S(=O)(=O)c1ccc(N2CCCC2)c(C(=O)N2CCC(C(N)=O)CC2)c1
  A: 6	B: 2%	C: -3	D: -4	E: -5%	F: /	G: 4%	H: 1%	I: /	J: /	K: -0.3%

Cc1ccccc1CCN1CCCC(CN(C)CC(C)(C)C)C1 (stereo not given)
  A: 13	B: ?	C: 6	D: -9	E: 9%	F: 4%	G: -1%	H: 4%	I: 2	J: -1%	K: 3.7%

Cn1c(=O)c2c(ncn2CC(=O)N2CCc3ccccc3C2)n(C)c1=O
  A: 10	B: ?	C: -3	D: 7	E: 9%	F: -1%	G: -3%	H: 3%	I: 2	J: 0%	K: 0.0%

O=C1C=C(c2ccccc2)C[C@@H](c2ccc3c(c2)OCO3)C1
  A: -3	B: 1%	C: -28	D: -7	E: 15%	F: /	G: 3%	H: 5%	I: /	J: /	K: 0.3%

COC(=O)c1ccc(NC(=S)NC2CCCCC2)cc1
  A: 0	B: ?	C: 2	D: -16	E: -5%	F: -1%	G: /	H: 0%	I: 1	J: -11%	K: 0.3%

NS(=O)(=O)c1ccc(CCNC(=O)c2cccc(OC(F)F)c2)cc1
  A: 2	B: 1%	C: -15	D: -7	E: 15%	F: -3%	G: 19%	H: 0%	I: 2	J: 5%	K: -0.2%

O=C(O)CC(NC(=O)COc1ccccc1)c1cccc([N+](=O)[O-])c1 (stereo not given)
  A: 6	B: 1%	C: 1	D: 0	E: -7%	F: -1%	G: 0%	H: -1%	I: 2	J: -1%	K: 0.0%

COc1cc2c(cc1OC)C(c1ccccc1OC(C)C)CC(=O)N2 (stereo not given)
  A: -10	B: 0%	C: ?	D: -1	E: 1%	F: -5%	G: 3%	H: 0%	I: 0	J: -2%	K: 0.0%

O=C(Nc1cccc(O)c1)C(=O)Nc1ccccn1
  A: 33	B: ?	C: ?	D: 14	E: 6%	F: 8%	G: -8%	H: 6%	I: 2	J: -7%	K: -0.7%

O=C(NCC1OCCc2ccccc21)c1ccco1 (stereo not given)
  A: 2	B: ?	C: -14	D: -36	E: -13%	F: -1%	G: 3%	H: -2%	I: -10	J: 18%	K: -0.6%

CCN(CC)S(=O)(=O)c1ccc(C)c(NC(=O)CSc2nnnn2C)c1
  A: -1	B: 2%	C: -5	D: -7	E: -5%	F: /	G: -1%	H: 0%	I: /	J: /	K: -0.6%

COc1ccc(-n2c(=O)c(CCC(=O)NCCc3ccccc3F)nc3ccccc32)cc1
  A: -4	B: ?	C: -3	D: 1	E: -16%	F: /	G: 9%	H: -11%	I: /	J: /	K: 0.1%

Cn1c(Nc2ccc(Cl)cc2)cc(=O)n(C)c1=O
  A: -6	B: ?	C: -13	D: -5	E: -9%	F: -11%	G: -4%	H: 2%	I: -2	J: 3%	K: 0.5%

COc1cc(S(=O)(=O)N2CCOCC2)ccc1NC(=O)CN1c2cccc3cccc(c23)S1(=O)=O
  A: 14	B: -1%	C: 14	D: -2	E: 6%	F: 2%	G: -5%	H: -1%	I: -3	J: 0%	K: -0.2%

CC(=O)Nc1ccc(NC(=O)CCCSc2nc3ccccc3[nH]2)cc1
  A: ?	B: ?	C: 81[activator]	D: -4	E: 3%	F: -1%	G: 1%	H: 7%	I: -17	J: 1%	K: -0.1%

COc1ccc(Cl)cc1NC(=O)C/C(C)=N/NC(=O)c1ccc(O)cc1
  A: -2	B: ?	C: -20	D: -5	E: 6%	F: -3%	G: -2%	H: -2%	I: 1	J: -2%[11.5 µM]	K: -0.9%

Cc1ccc(NC(=O)CCc2ccc(C)o2)cc1
  A: -4	B: 4%	C: 13	D: -6	E: 1%	F: 0%	G: -6%	H: 3%	I: 2	J: 6%	K: -0.8%

COc1cc2c(cc1OC)CN(CC(=O)Nc1cccc(C)c1)CC2
  A: 2	B: -6%	C: -6	D: -9	E: -11%	F: -2%	G: 9%	H: 3%	I: 1	J: 1%	K: 2.4%

c1ccc(C[n+]2cccc3c4ccccc4ccc32)cc1
  A: 3	B: -25%	C: -18	D: -3	E: -10%	F: 6%	G: -16%	H: 1%	I: 0	J: -6%	K: -1.0%

COc1cc(C(C)=O)cc(OC)c1O
  A: -11	B: /	C: -2	D: -3	E: /	F: /	G: -2%	H: /	I: -6	J: /	K: /

O=C(NCCCNCCCNC(=O)c1ccccn1)c1ccccn1
  A: 20	B: ?	C: 7	D: 3	E: -1%	F: -2%	G: 5%	H: 2%	I: 0	J: 1%	K: 0.5%

O=C(COc1ccccc1Cl)NC(=O)NC1CCCCC1
  A: -5	B: ?	C: -9	D: -7	E: -19%	F: /	G: 0%	H: -1%	I: /	J: /	K: 0.1%

CC1CCCCN1CCCNC(=O)CN1C(=O)c2cccnc2Oc2ccc(Cl)cc21 (stereo not given)
  A: -23	B: 1%	C: 1	D: 14	E: 4%	F: -5%	G: -4%	H: -1%	I: /	J: /	K: 2.1%

CC(Oc1ccc2c3c(c(=O)oc2c1)CCCC3)C(=O)NCC(O)c1ccccc1 (stereo not given)
  A: 6	B: 1%	C: -6	D: 17	E: -3%	F: -1%	G: -7%	H: 1%	I: 2	J: 15%[0.46 µM]	K: 4.2%

Cc1ccc(C)c(C(=O)COC(=O)Cn2c(C)csc2=O)c1
  A: 9	B: 3%	C: -2	D: -12	E: -8%	F: -2%	G: 8%	H: -2%	I: /	J: -6%	K: -0.4%

CCCCn1c(C)cc(C)c(S(=O)(=O)c2ccccc2C)c1=O
  A: -9	B: ?	C: 1	D: -2	E: -13%	F: -3%	G: -1%	H: 1%	I: 9	J: 4%	K: -0.2%

CN(C)c1ccc(/C=N/NC(=O)c2nonc2N)cc1[N+](=O)[O-]
  A: 7	B: -2%	C: 13	D: 9	E: -8%	F: 0%	G: -2%	H: -1%	I: -3	J: -1%	K: 0.0%

COc1ccc(N2CCN(CC(O)COc3ccccc3[N+](=O)[O-])CC2)cc1 (stereo not given)
  A: 4	B: -8%	C: 4	D: 11	E: -3%	F: 1%	G: 1%	H: 2%	I: 2	J: 1%	K: -0.4%

O=C(O)c1ccc(N2C(=O)c3cccc4cccc(c34)C2=O)cc1
  A: -2	B: ?	C: 5	D: -1	E: 12%	F: 6%	G: -4%	H: 1%	I: -1	J: -3%[11.5 µM]	K: 0.4%

As entered above.
For Chronic BCR inh, `CN(C)c1ccc(/C=N/NC(=O)c2nonc2N)cc1[N+](=O)[O-]` is entered as -2%
For uPA generation, `COc1ccc(N2CCN(CC(O)COc3ccccc3[N+](=O)[O-])CC2)cc1` (stereo not given) is entered as 1%
For uPA generation, `CCCCn1c(C)cc(C)c(S(=O)(=O)c2ccccc2C)c1=O` is entered as -1%
For Coupling enz, `O=C(NCCCNCCCNC(=O)c1ccccn1)c1ccccn1` is entered as 0
For hERG WT inh, `Cc1ccc(C)c(C(=O)COC(=O)Cn2c(C)csc2=O)c1` is entered as -12

Gathered by group, the entries above with a COOH group
Letter code: A = KCNH2 3.1 block; B = Chronic BCR inh; C = Giardia killer; D = hERG WT inh; E = Eya2 inh; F = GALK inh; G = uPA generation; H = USP2a block; I = Coupling enz; J = PKM2 act; K = B2AR arrestin
O=C(O)CC(NC(=O)COc1ccccc1)c1cccc([N+](=O)[O-])c1 (stereo not given)
  A: 6	B: 1%	C: 1	D: 0	E: -7%	F: -1%	G: 0%	H: -1%	I: 2	J: -1%	K: 0.0%

O=C(O)c1ccc(N2C(=O)c3cccc4cccc(c34)C2=O)cc1
  A: -2	B: ?	C: 5	D: -1	E: 12%	F: 6%	G: -4%	H: 1%	I: -1	J: -3%[11.5 µM]	K: 0.4%
